Source: PubChem (several laboratories)
DAX1 inh-1 – DAX1 (NR0B1) inhibitors, primary screen, cell-based, HEK293, Gal4-DAX1, luciferase luminescence. AID 504766, 2011. Nuclear receptor subfamily 0 group B member 1 (Homo sapiens), P51843. HEK293 Gal4-DAX1 luciferase reporter. 0.99% of 340,000 active. inhibition, % at 6.75 µM;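 active means inhibition above the mean over all tested compounds plus 3 SD, cut at about 4.2% in these data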;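 further: 0% = DAX1-transfected cells with DMSO and 100% = empty-vector control cells with DMSO; inhibition shows as a rise in luminescence from relieved DAX1 repression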
hcDAF-12 act – H. contortus DAF-12 nuclear receptor activators, primary screen, cell-based, luminescence, HEK293, lit1-tk-luc reporter; HEK293 hcDAF-12 lit1-tk-luc reporter; 0% DMSO, 100% Δ7-dafachronic acid; activation, % at 6.8 µM; 1.4% of 370,000 active; AID 652067, 2013;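 active means activation above the mean of all tested compounds plus 3 SD, cut at about 5.5% in these data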;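 further: 100% = response to 3 µM Δ7-dafachronic acid high control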
GC-B act – human GC-B receptor activators, primary screen, HEK293 GC-B cells, cGMP TR-FRET, EC30 CNP | 0.11% of 370,000 active | activation, % at 10 µM | 0% at EC30 CNP, 100% saturating CNP | Atrial natriuretic peptide receptor 2 (Homo sapiens), P20594;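 active means activation at 10 µM reaching about 35% in either raw or pattern-adjusted values, limit read from the data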
Target sequence (P20594 whole entry, looked up): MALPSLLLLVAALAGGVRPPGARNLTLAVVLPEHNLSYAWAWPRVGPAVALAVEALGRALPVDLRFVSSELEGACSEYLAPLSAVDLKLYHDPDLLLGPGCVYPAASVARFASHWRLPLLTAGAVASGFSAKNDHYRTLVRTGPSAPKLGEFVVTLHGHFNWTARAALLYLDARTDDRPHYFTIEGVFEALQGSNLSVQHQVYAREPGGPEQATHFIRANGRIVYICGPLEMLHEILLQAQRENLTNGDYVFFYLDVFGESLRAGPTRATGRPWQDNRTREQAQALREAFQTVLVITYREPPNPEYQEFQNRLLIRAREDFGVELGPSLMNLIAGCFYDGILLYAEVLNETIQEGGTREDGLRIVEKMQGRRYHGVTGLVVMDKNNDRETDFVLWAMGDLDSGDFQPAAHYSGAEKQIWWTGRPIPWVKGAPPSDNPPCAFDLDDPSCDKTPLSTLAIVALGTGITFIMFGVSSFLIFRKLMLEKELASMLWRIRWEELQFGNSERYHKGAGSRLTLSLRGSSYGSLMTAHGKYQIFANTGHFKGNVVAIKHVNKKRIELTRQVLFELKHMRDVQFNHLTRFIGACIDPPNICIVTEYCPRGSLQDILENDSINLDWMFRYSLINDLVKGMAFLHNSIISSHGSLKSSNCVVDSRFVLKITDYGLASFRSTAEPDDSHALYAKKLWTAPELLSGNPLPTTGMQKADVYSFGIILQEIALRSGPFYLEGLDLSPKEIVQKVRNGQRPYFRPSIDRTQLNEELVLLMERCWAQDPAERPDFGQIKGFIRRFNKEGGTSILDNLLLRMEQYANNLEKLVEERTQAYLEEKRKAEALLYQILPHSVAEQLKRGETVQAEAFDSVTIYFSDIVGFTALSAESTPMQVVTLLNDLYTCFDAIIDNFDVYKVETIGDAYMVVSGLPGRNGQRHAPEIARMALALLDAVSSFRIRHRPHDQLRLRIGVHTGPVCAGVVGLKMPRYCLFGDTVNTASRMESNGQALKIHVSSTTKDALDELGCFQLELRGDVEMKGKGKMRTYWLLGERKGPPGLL
ssDAF-12 act – S. stercoralis DAF-12 nuclear receptor activators, primary screen, cell-based, luminescence, HEK293, GRIP1 co-expression, lit1-tk-luc; 1% of 370,000 active; HEK293 ssDAF-12/GRIP1 lit1-tk-luc reporter; % of 3 µM dafachronic acid response; activation, % at 6.8 µM; Nuclear hormone receptor DAF-12 (Strongyloides stercoralis); AID 652126, 2013;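 active means activation above the mean over all tested compounds plus 3 SD, cut at about 0.9% in these data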;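 further: 0% = DMSO-only wells and 100% = 3 µM delta7-dafachronic acid wells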
DAX1 inh-2 – DAX1 (NR0B1) inhibitors on StAR promoter, primary screen, cell-based, luminescence, SF-1 (NR5A1), full-length DAX-1 | inhibition, % at 6.8 µM | HEK293T StAR-luciferase reporter, SF-1/DAX-1 repression relief | AID 652010, 2013 | 1.1% of 370,000 active;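 active means inhibition above the mean over all tested compounds plus 3 SD, cut at about 3.6% in these data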;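 further: 0% = DAX-1 cells with DMSO and 100% = cells lacking DAX-1 with DMSO; higher inhibition means more luminescence from relief of DAX-1 repression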
sPLA2-III inh – human group III sPLA2 inhibitors, primary screen, biochemical, QFRET, BODIPY PC-A2 liposome substrate; QFRET BODIPY PC-A2 liposome hydrolysis, fluorescence; Group 3 secretory phospholipase A2 (Homo sapiens), Q9NZ20; inhibition, % at 12.2 µM; 0.56% of 370,000 active; AID 743126, 2013;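 active means inhibition above mean plus 3 SD of compounds lying within the high and low control bounds, cut at about 19% in these data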;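 further: 0% = median of test compound wells and 100% = no enzyme DMSO wells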
SMARCA2 act – SMARCA2 (BRM) function activators, primary screen, cell-based, luminescence, high throughput; MG213 cells, MMTV-luciferase reporter, dexamethasone, overnight; activation, % at 9.1 µM; 1% of 370,000 active; AID 652017, 2013; in the data active means activation above about 7.8%;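 further: 0% = vehicle wells and 100% = reference activator wells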
GC-A act – GC-A stimulated cGMP production enhancers – HEK293 GC-A cells, cGMP TR-FRET, EC30 ANP, primary screen | activation, % at 10 µM | Atrial natriuretic peptide receptor 1 (Homo sapiens), P16066 | 0% at EC30 ANP, 100% saturating ANP | 0.14% of 370,000 active; in the data active means activation above about 40%
hgDAF12 agonist – H. glycines DAF-12 receptor agonists, primary screen, cell-based, luminescence, HEK293, GAL4 fusion, UAS-luciferase; Nuclear hormone receptor DAF-12 (Heterodera glycines), GAL4 fusion; HEK293 GAL4-hgDAF12 UAS-luciferase reporter, agonist luminescence; normalized to butyrate control; activation, % at 6.8 µM; 1.8% of 370,000 active; AID 687014, 2013;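 active means activation above a cutoff set at the mean of all screened compounds plus 3 SD, cut at about 10% in these data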;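 further: 0% = DMSO wells and 100% = sodium butyrate wells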
ADAM10 inh – human ADAM10 inhibitors, primary screen, biochemical, QFRET, HTS. Disintegrin and metalloproteinase domain-containing protein 10 (Homo sapiens), O14672. recombinant ADAM10, EDANS/DABCYL FRET peptide cleavage, 3 h. inhibition, % at 7 µM. 0.62% of 370,000 active;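 active means inhibition above a per-campaign cutoff equal to the mean of compounds falling between control-based bounds plus 3 SD, cut at about 20% in these data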;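 further: 0% = DMSO wells while the 100% control is not disclosed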
FXN GAA850 act – FXN promoter activators, primary screen, cell-based, luciferase luminescence, HEK293 lucGAA850; activation, % at 6 µM; 0.56% of 360,000 active; HEK293 lucGAA850 FXN promoter luciferase reporter, 24 h; percent of 10 µM SAHA response;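 active means activation above the average of all compounds screened plus 3 SD, cutoff fixed separately per campaign, cut at about 7.5% in these data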;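 further: 0% = DMSO wells and 100% = 10 µM SAHA wells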
* hit, by the source's call; i = inactive; . = not tested or not shown. The order is random (roughly 6.6% active in at least one column).

SMILES	DAX1 inh-1	hcDAF-12 act	GC-B act	ssDAF-12 act	DAX1 inh-2	sPLA2-III inh	SMARCA2 act	GC-A act	hgDAF12 agonist	ADAM10 inh	FXN GAA850 act
COc1ccc(C2=NC(C)(C)Cc3cc(OC)c(OC)cc32)cc1	-1.1	-1.9	4	-1.3	-0.2	5	3	1	-2.6	-17	4.2
O=[N+]([O-])c1ccc(NC(=S)NCc2ccncc2)cc1	-1.5	-0.3	3	-1.7	-1.7	2	-7	5	-0.9	-2	-0.4
Cc1cc(C)n(C(=O)COc2ccccc2[N+](=O)[O-])n1	-2.2	0.6	-2	-1.0	-0.1	0	0	-4	0.8	0	0.5
O=C(c1cccc(F)c1F)N(Cc1ccccn1)CC1CCCO1 (centres undefined)	.	-1.6	2	-1.3	0.0	0	4	2	0.0	-1	.
CCN1C(=O)N[C@@H](CCc2ccccc2)[C@H](C(=O)OC)[C@H]1C	0.3	-1.4	1	-1.4	-0.6	1	3	-2	-1.4	4	-0.3
COCCNC(=O)COc1ccc(Nc2ccccc2)cc1	0.4	-0.3	-3	-1.2	-0.3	4	-2	-1	-1.2	-3	-0.2
CN1C(=O)c2ccc(NC(=O)c3ccc(Cl)cc3Cl)cc2C1=O	2.3	-1.0	-7	-0.7	0.3	1	-1	3	3.4	-106	0.5
CC1CN(C(=O)COC(=O)c2ccc(Cl)c(S(=O)(=O)N3CCCCC3)c2)CC(C)O1 (centres undefined)	0.7	-2.1	-1	-1.8	0.4	8	-5	1	-1.0	-1	0.1
CC(C)CCN1C(=O)c2ccc(-c3nc4ccccc4c(=O)o3)cc2C1=O	-0.9	-0.9	0	-1.4	-0.4	1	2	4	1.4	1	-0.2
Cc1ccnc(NC(=O)c2sc3cc(Cl)ccc3c2Cl)c1	0.8	0.4	-6	-0.6	0.5	0	6	5	7.0	6	4.8
CCOC(=O)C(=NC1CCS(=O)(=O)C1)NNc1ccc(Br)cc1 (centres undefined)	0.2	0.2	-6	-0.9	0.9	14	-1	4	-0.6	-6	-0.6
Cc1cnc(NC(=O)CSc2nc3ccccc3c(=O)[nH]2)s1	-0.4	1.7	-7	-0.9	-0.1	-2	-4	0	-1.8	0	0.8
Cc1ccc(S(=O)(=O)N(C)CC(=O)NCC(=O)Nc2ccc(F)c(F)c2F)cc1	4.7*	-0.2	2	-0.8	-1.4	-3	-3	2	-1.0	5	-1.4
O=C(CSc1nnc(NC2CCCCC2)s1)Nc1ccc2c(c1)C(=O)c1ccccc1C2=O	12*	3.7	-2	-0.2	3.1	5	2	0	14*	5	2.9
N#CC1=C(N)Oc2cc(O)ccc2C1c1ccc(Br)s1 (centres undefined)	-1.0	3.0	-6	-0.8	0.0	-26	-1	75*	3.3	-5	1.0
Cc1ccc(S(=O)(=O)N2CCOCC2)cc1NC(=O)Cn1cc(C(F)(F)F)cc(Cl)c1=O	-0.2	-1.1	-2	-0.9	-0.1	1	0	-1	-2.0	-7	-1.0
O=C(NCC(c1cccnc1)N1CCOCC1)C1CCCCC1 (centres undefined)	-0.1	-0.8	7	-0.9	0.7	-1	-3	-4	1.6	-4	-1.2
O=c1oc2ccc3ccccc3c2cc1-c1nc2ccccc2o1	0.1	4.0	-7	-0.1	-0.2	3	3	3	-1.2	i	-0.9
Cc1cccc(C)c1NC(=O)C(c1ccccc1F)n1c(=O)c(-c2ccco2)nc2ccccc21 (centres undefined)	.	-1.4	-10	-1.2	0.4	3	-1	-2	1.2	-210	.
COc1ccccc1NS(=O)(=O)c1cccc(NC(=O)c2nc3nc(C)cc(C)n3n2)c1	-0.1	-1.5	2	-1.5	-0.4	7	-1	-4	-4.6	-1	-0.4
COc1ccc(NC(C)=O)cc1CNC(=O)CN1CCOCC1	3.0	-0.9	-1	-0.3	0.6	-1	3	4	0.9	-11	0.9
COc1ccc(C(C(=O)NCc2ccccc2)N(Cc2cccs2)C(=O)c2cnccn2)cc1 (centres undefined)	-0.8	-1.7	4	-1.5	-1.8	-2	3	-10	-3.4	-1	-5.2
Cc1cc(C)nc(Nc2nc(=O)c3ccccc3s2)n1	1.6	0.4	-2	-1.2	0.9	-4	8.8*	-1	3.9	-15	0.9
COC(=O)C1=C(N)Oc2cc(C)n(C)c(=O)c2C1c1ccc(Cl)c(Cl)c1 (centres undefined)	-0.1	-0.9	-11	-0.8	-0.3	-3	1	-11	1.0	4	1.8
CN(C)CCCNC(=O)N1c2ccccc2C=Cc2ccccc21	-0.2	1.0	-11	-0.2	-0.1	-3	-1	-17	6.8	-8	0.7
CC(=O)Nc1nc2c(ccc3ccccc32)s1	0.8	5.1	1	0.4	-0.2	8	1	12	2.4	-6	2.4
COc1cccc(CN(C)C(=O)Cc2c[nH]c3ccccc23)c1	-0.4	6.1*	2	0.8	0.8	-63	2	-5	7.2	-5	2.7
CC(C(=O)N1CCN(C(=O)c2ccco2)CC1)N1C(=O)NC2(CCCCC2C)C1=O (centres undefined)	0.5	-0.7	1	-0.7	1.1	5	-1	-2	-0.3	-10	-0.8
COCc1c(Br)c(C)nc2sc3c(=O)[nH]nnc3c12	0.8	1.5	-2	-0.9	0.3	9	-2	1	0.4	5	1.6
CCOc1ccc2nc(N3CCOCC3)nc(C)c2c1	2.0	3.5	0	-0.7	2.6	0	4	-1	5.8	i	5.1
c1ccc2c(NCC3CCCO3)nc(N3CCOCC3)nc2c1 (centres undefined)	1.2	-1.5	9	-1.6	-0.1	1	1	8	0.3	i	1.1
O=S(=O)(c1ccc(Cl)c2ccccc12)N1CCCC1	-0.5	-0.7	-2	-1.6	-0.2	-7	-5	-3	-0.2	2	0.9
COc1cc(OC)nc(NC(=O)NS(=O)(=O)c2ccc(OC(F)(F)F)cc2)n1	-0.7	0.4	3	-1.4	0.4	3	5	2	-2.9	0	-0.8
O=C(CN(c1ccccc1)S(=O)(=O)c1ccccc1[N+](=O)[O-])Nc1ccccc1C(=O)N1CCOCC1	0.2	-1.4	2	-0.3	-1.1	2	2	-5	0.8	-2	-0.2
CC(C)c1ccc(N2C(=NC(=O)C3CC3)SC3CS(=O)(=O)CC32)cc1 (centres undefined)	0.6	-1.0	-1	-1.0	-0.1	6	1	0	0.2	2	-1.2
COCCNC(=S)N(c1ccccc1)C(C)C	-0.3	-1.1	6	-0.9	-0.9	5	0	3	-1.1	2	1.1
NC(=O)CC[C@@H]1NC(=O)[C@H](Cc2ccc(O)cc2)NC(=O)c2cc([N+](=O)[O-])cc(F)c2OCC[C@@H](C(N)=O)NC1=O	0.2	-1.1	0	-1.0	0.6	-2	1	-1	-2.2	-1	0.2
CC(C)NC[C@H](O)COc1ccc(CC(N)=O)cc1	-0.2	1.0	1	-1.2	0.6	9	-6	2	3.1	-12	1.3
CCOC(=O)C1CCCN(C(=O)COc2ccc(N(C)S(=O)(=O)c3ccc(F)cc3)cc2)C1 (centres undefined)	0.5	-0.4	5	-1.8	-0.8	-9	-1	-5	-1.6	2	0.8
COc1ccc(Cl)cc1S(=O)(=O)n1cnc2ccccc21	1.3	-1.1	0	-0.9	0.0	-6	0	-6	1.3	-3	-0.7
COc1nc(OC)nc(N2CCC(C(=O)NCc3ccccc3OC)CC2)n1	.	-1.8	-1	-0.5	0.3	11	-6	2	3.6	4	.
CCOC(=O)C1=C(C)Nc2nnnn2C1c1cccnc1 (centres undefined)	-0.4	-2.6	1	-1.3	-1.1	4	-2	0	2.1	-3	-1.6
COc1cccc(C(=O)NCCS(=O)(=O)N2CCN(c3ccccc3)CC2)c1OC	1.7	-1.6	1	-1.3	-0.3	-9	1	-4	-4.8	-2	1.0
CCOC(=O)C(C(=O)OCC)C(=O)c1cc(OC)c(OC)c(OC)c1	-0.1	-1.7	-3	-1.0	0.5	-2	1	-2	1.0	-5	-2.0
Cn1c(N)c(C(=O)COC(=O)Cc2cccc(C(F)(F)F)c2)c(=O)n(C)c1=O	0.2	2.6	4	-0.8	-0.3	9	1	2	3.2	-5	0.6
O=C(O)CSc1nc2ccccc2n1-c1ccccc1	0.0	0.4	1	-1.6	0.5	0	1	-5	0.6	-1	2.7
O=C1NC[C@H](CCCCN2C[C@H](Cc3ccccc3)N(CCc3ccccc3)C(=O)C2=O)N(CC2CCCCC2)C1=O	.	-2.3	3	-1.1	0.0	0	6	-2	0.1	0	.
O=C(NNC(=O)c1ccc(O)cc1O)c1ccc(Cl)cc1	-0.1	0.0	-3	-1.1	0.2	-4	0	3	0.9	7	2.5
CCSc1nc2c(c(=O)[nH]c(=O)n2C)n1C/C=C(/C)Cl	0.1	1.2	1	-0.7	0.1	2	-1	2	1.2	20*	3.3
COc1ccc(C2CC(C)(c3ccc(OC)cc3OC)Nc3ccccc3N2)c(OC)c1 (centres undefined)	0.8	0.6	2	-1.6	0.3	-2	-2	1	2.1	6	1.6
CCOc1ccc(C(=O)COC(=O)CNC(=O)C2CCCCC2)cc1	1.2	-0.8	6	-1.2	0.9	8	1	1	-1.1	-13	2.6
COc1cc(CNc2ccccc2SC)cc(OC)c1OC	-2.1	-0.9	.	-1.2	-1.0	3	-4	.	-1.4	-20	0.3
COc1ccccc1[C@@H]1C(c2cccc(C)c2)=NN(c2ccccc2)[C@H]1C(=O)N1CCOC1=O	2.1	-2.3	-9	-0.4	0.2	7	-1	-4	-0.2	-158	3.5

Compound profiles (already shown):
O=C(NNC(=O)c1ccc(O)cc1O)c1ccc(Cl)cc1 in the list: DAX1 inh-1: -0.1; hcDAF-12 act: 0.0; GC-B act: -3; ssDAF-12 act: -1.1; DAX1 inh-2: 0.2; sPLA2-III inh: -4; SMARCA2 act: 0; GC-A act: 3; hgDAF12 agonist: 0.9; ADAM10 inh: 7; FXN GAA850 act: 2.5
COc1ccc(C2CC(C)(c3ccc(OC)cc3OC)Nc3ccccc3N2)c(OC)c1 (centres undefined) in the list: DAX1 inh-1: 0.8; hcDAF-12 act: 0.6; GC-B act: 2; ssDAF-12 act: -1.6; DAX1 inh-2: 0.3; sPLA2-III inh: -2; SMARCA2 act: -2; GC-A act: 1; hgDAF12 agonist: 2.1; ADAM10 inh: 6; FXN GAA850 act: 1.6
